From PubChem BioAssay
PERK inh – blocks human PERK kinase | Q9NZJ5 | CHO PERK-DD fusion, SEAP luminescence translation reporter | inhibition, % at 5.6 µM | 0.17% of 220,000 active | AID 1416;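 active = inhibition above the mean inhibition of all tested compounds plus 3 SD, set separately per screening campaign, cut at about 2.9% in these data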;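 also: PERK kinase domain activated by AP20187 dimerizer at 100 nM; 0% = DMSO with dimerizer and 100% = rapamycin at 8.4 µM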
Calpain2 inh – calpain II (pig) inhibition; purified calpain II, fluorogenic peptide substrate, 30 min; inhibition, % at 16 µM; 0.37% of 220,000 active; AID 1236;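 active = inhibition above about 50%, limit read from the data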
BaF3 tox – parental Ba/F3 viability inhibition as JAK2V617F counter-screen; CellTiter-Glo ATP luminescence; inhibition, % at 5.6 µM; 1.1% of 220,000 active; AID 1486;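 active = inhibition above a per-campaign cutoff, the mean inhibition of all tested compounds plus 3 SD, cut at about 27% in these data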;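 also: 0% = DMSO wells and 100% = JAK Inhibitor I control wells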
Ba/F3 V617F tox – loss of viability in JAK2V617F-driven Ba/F3 cells | Ba/F3 EpoR-JAK2V617F viability, ATP luminescence | inhibition, % at 5.6 µM | 1.1% of 220,000 active | AID 1446;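 active = inhibition above the campaign mean plus 3 SD over all tested compounds, cut at about 24% in these data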;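 also: cytokine-independent growth of Ba/F3 cells driven by EpoR plus mutant JAK2; 0% = DMSO-treated cells and 100% = JAK inhibitor I control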
TRPML3 agonist – agonists of human TRPML3 channel | HEK293 TRPML3-YFP, Fluo-8 calcium fluorescence; 100% = the carbachol control signal | AID 1448 | 0.29% of 220,000 active | activation, % at 3 µM | Q8TDD5;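 active = activation above its plate's cutoff, the mean activation of the plate's test wells plus 3 SD, cut at about 12% in these data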;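 also: 0% = DMSO only wells and 100% = carbachol wells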
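Material: TRPML3-YFP stable HEK293 cells | Dosing: One concentration, 3 µM nominal, 0.3% DMSO | Timing: 125 s total fluorescence read per well | Technique: Fluo-8 calcium dye fluorescence, ex 470-495, em 515-575 nm | Measure: Percent activation from peak-to-basal fluorescence ratio, scaled between DMSO and carbachol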
S1P4 ag – agonists of human S1P4 receptor; activation, % at 4.98 µM; AID 1509; 0.35% of 220,000 active; S1P4-expressing cell line, agonist reporter assay; in the data active = activation above about 11%;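 also: 0% = DMSO vehicle and 100% = reference agonist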
Target sequence (O95977 whole entry, looked up): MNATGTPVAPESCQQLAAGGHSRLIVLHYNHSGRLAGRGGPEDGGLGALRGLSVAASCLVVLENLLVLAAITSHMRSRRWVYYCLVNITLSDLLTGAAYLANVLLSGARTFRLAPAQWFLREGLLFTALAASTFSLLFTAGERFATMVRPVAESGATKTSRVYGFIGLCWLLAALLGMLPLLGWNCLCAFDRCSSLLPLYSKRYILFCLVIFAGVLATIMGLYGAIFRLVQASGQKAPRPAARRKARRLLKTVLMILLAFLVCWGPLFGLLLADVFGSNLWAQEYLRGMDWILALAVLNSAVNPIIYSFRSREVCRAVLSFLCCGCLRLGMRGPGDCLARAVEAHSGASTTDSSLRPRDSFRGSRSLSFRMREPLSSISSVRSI
TRPN1 ag – zebrafish TRPN1 (NompC) channel agonism; HEK293 zebrafish TRPN1-YFP, Fluo-8 calcium fluorescence; 100% = response to 87 µM carbachol; activation, % at 3 µM; 0.18% of 220,000 active; AID 1424;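 active = activation above its plate's cutoff, the mean activation of test wells on that plate plus 3 SD, cut at about 19% in these data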;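 also: 0% = DMSO alone and 100% = 87 µM carbachol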
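System: zebrafish TRPN1-YFP in HEK293 cells / Dosing: 3 µM single point / Timing: dye loading 1 h at 37 °C, then 30 min room temperature / Signal: Fluo-8 calcium fluorescence, excitation 470-495 nm, emission 515-575 nm / Read-out basis: percent activation from peak over basal fluorescence ratio, control-normalized / Control set: high carbachol 87 µM, low DMSO alone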
S1P4 antag – human S1P4 receptor antagonism; O95977; S1P4-expressing cells, antagonist mode, reporter read-out; inhibition, % at 4.98 µM; 0.26% of 220,000 active; in the data active = inhibition above about 29%;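 also: 0% = wells stimulated with agonist and 100% = vehicle wells without agonist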
EP2 modulator – EP2 receptor (human) modulation | induction, % at 25 µM | 0.83% of 260,000 active | EP2-expressing cells, cAMP HTRF FRET, PGE2 co-stimulation;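 active = compounds whose cAMP rise, as percent of the full-agonist control response, exceeds 60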;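 also: rat C6 glioma line stably carrying human EP2 under a CMV promoter; the protocol text gives 20 µM as final concentration; 100% = response of wells given 1 µM PGE2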
Target sequence (P43116 whole entry, looked up): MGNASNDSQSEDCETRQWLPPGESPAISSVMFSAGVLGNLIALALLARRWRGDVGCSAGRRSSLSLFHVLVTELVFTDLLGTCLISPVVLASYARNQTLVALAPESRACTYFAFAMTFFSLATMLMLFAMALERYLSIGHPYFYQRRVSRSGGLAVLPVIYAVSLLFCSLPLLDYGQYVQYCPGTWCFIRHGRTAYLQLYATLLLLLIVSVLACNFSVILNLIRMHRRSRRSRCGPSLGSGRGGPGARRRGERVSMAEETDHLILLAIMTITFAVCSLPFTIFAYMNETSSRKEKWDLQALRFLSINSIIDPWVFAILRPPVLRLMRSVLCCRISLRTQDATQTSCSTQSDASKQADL
Starred values were filed as active, the others as inactive; & = joins results of further samples.

CCOC(=O)Cc1nnc(NC(=O)CSc2nc3ccccc3[nH]2)s1 was read as PERK inh 0.6, Calpain2 inh 13.4, BaF3 tox -1.2, Ba/F3 V617F tox 4.5, TRPML3 agonist -0.2, S1P4 ag 1.7, TRPN1 ag 1.7, S1P4 antag -5.0 and EP2 modulator 12.1.
For C/C(=N\NC(=O)CCn1nc(C)cc1C)C(C)(C)C the results were PERK inh 0.2, Calpain2 inh 11.1, BaF3 tox 7.9, Ba/F3 V617F tox 1.7, TRPML3 agonist 0.3, S1P4 ag 0.3, TRPN1 ag -0.3, S1P4 antag -9.6 and EP2 modulator 29.7.
For Cc1ccc2cc3cc(C(=O)N4CCN(Cc5ccccc5)CC4)sc3nc2c1 the results were PERK inh -1.0, Calpain2 inh -32.6, BaF3 tox 1.8, Ba/F3 V617F tox -2.0, TRPML3 agonist 0.3, S1P4 ag -3.2, TRPN1 ag -0.9, S1P4 antag 5.3 and EP2 modulator -10.9.
Screening Cc1cc(=O)oc(C)c1C(=O)NCC(C)NC(=O)c1c(C)cc(=O)oc1C (configuration not stated) returned PERK inh 0.9, Calpain2 inh -46.6, BaF3 tox 5.0, Ba/F3 V617F tox 2.8, TRPML3 agonist 0.7, S1P4 ag 1.5, TRPN1 ag 1.7, S1P4 antag 8.7 and EP2 modulator 15.6.
`CC(C)OC(=O)Cn1c(=O)oc2ccccc21` gave PERK inh 0.5, Calpain2 inh -40.7, BaF3 tox 2.3, Ba/F3 V617F tox -2.9, TRPML3 agonist 0.6, S1P4 ag -2.0, TRPN1 ag 1.6, S1P4 antag 3.2 and EP2 modulator 7.3&1.1.
CC(=O)Nc1ccc(C(=O)NCCCOC(C)C)cc1 was read as PERK inh -0.2, Calpain2 inh 31.7, BaF3 tox 7.8, Ba/F3 V617F tox 0.8, TRPML3 agonist 0.4, S1P4 ag 0.8, TRPN1 ag 1.5, S1P4 antag -6.7 and EP2 modulator 5.2.
Screening O=C(CCCSc1nc2sc3c(c2c(=O)[nH]1)CCC3)NCCO returned PERK inh 1.5, Calpain2 inh 23.3, BaF3 tox 6.8, Ba/F3 V617F tox -1.5, TRPML3 agonist 0.6, S1P4 ag 1.4, TRPN1 ag -0.5, S1P4 antag -3.3 and EP2 modulator -0.9&6.0.
For COC(=O)c1cc(OC)c(OC)cc1NC(=O)c1ccc(OC)cc1 the results were PERK inh 0.3, Calpain2 inh -50.9, BaF3 tox 4.1, Ba/F3 V617F tox 1.3, TRPML3 agonist 0.1, S1P4 ag 1.8, TRPN1 ag 0.0, S1P4 antag -3.6 and EP2 modulator -2.7.
Cc1nn(CC#N)c(=O)n1-c1ccc(Cl)cc1 was read as PERK inh 1.5, Calpain2 inh 6.1, BaF3 tox 3.6, Ba/F3 V617F tox -0.8, TRPML3 agonist 0.2, S1P4 ag 2.3, TRPN1 ag -0.4, S1P4 antag 12.1 and EP2 modulator 21.2.
Screening O=C(CSc1ccc(-c2cccc([N+](=O)[O-])c2)nn1)N1CCCC1 returned PERK inh 0.2, Calpain2 inh -6.1, BaF3 tox 3.8, Ba/F3 V617F tox 1.9, TRPML3 agonist 0.3, S1P4 ag 1.5, TRPN1 ag -0.3, S1P4 antag -7.2 and EP2 modulator -5.1.
`CN(C)c1ccc(S(=O)(=O)c2ccc(Cl)cc2)cc1` gave PERK inh 0.8, Calpain2 inh -17.5, BaF3 tox 4.8, Ba/F3 V617F tox 0.8, TRPML3 agonist 0.3, S1P4 ag -1.0, TRPN1 ag 0.3, S1P4 antag -3.9 and EP2 modulator -3.2.
COC(=O)Cn1c(C(=O)N2CCCC2)cc2c1C[C@H]1CN(C(=O)c3ccccc3)[C@@](Cc3ccc(F)cc3)(C(=O)OC)[C@@H]21 was read as PERK inh -0.9, Calpain2 inh -25.1, BaF3 tox 5.7, Ba/F3 V617F tox 3.6, TRPML3 agonist 0.8, S1P4 ag 0.3, TRPN1 ag 2.0, S1P4 antag 6.6 and EP2 modulator 24.6.
Screening Cc1cc(C)c(NC(=S)N2CCCC2C(=O)O)c(C)c1 (configuration not stated) returned PERK inh 0.7, Calpain2 inh -4.2, BaF3 tox 1.2, Ba/F3 V617F tox -0.4, TRPML3 agonist 0.5, S1P4 ag 1.2, TRPN1 ag -0.1, S1P4 antag -9.9 and EP2 modulator 18.4.
`COC(=O)CN(c1ccccc1C)S(C)(=O)=O` gave PERK inh 2.3, Calpain2 inh -14.1, BaF3 tox 7.1, Ba/F3 V617F tox 5.4, TRPML3 agonist -0.3, S1P4 ag -2.0, TRPN1 ag 1.2, S1P4 antag -4.6 and EP2 modulator 5.4.
O=C1c2ccccc2C(=O)N1/N=C/c1ccc(Oc2ccc([N+](=O)[O-])cn2)cc1 was read as PERK inh 2.6, Calpain2 inh 8.5, BaF3 tox 4.8, Ba/F3 V617F tox -2.2, TRPML3 agonist 1.0, S1P4 ag -0.9, TRPN1 ag -0.1, S1P4 antag -1.9 and EP2 modulator -17.4.
Screening CC(=O)Nc1ccc2c(c1)CCCC2 returned PERK inh -0.1, Calpain2 inh -3.0, BaF3 tox -1.9, Ba/F3 V617F tox 0.3, TRPML3 agonist -0.2, S1P4 ag -0.2, TRPN1 ag 1.9, S1P4 antag 4.0 and EP2 modulator -13.5.
`COc1ccc(Cl)cc1NC(=O)C(C)N1CCN(C/C=C/c2ccccc2)CC1` (configuration not stated) gave PERK inh -1.1, Calpain2 inh -13.0, BaF3 tox 6.2, Ba/F3 V617F tox -3.6, TRPML3 agonist 0.1, S1P4 ag 1.9, TRPN1 ag -0.9, S1P4 antag -8.3 and EP2 modulator -3.9.
CC(Oc1ccc(Cl)cc1Cl)C(=O)NC1CCSC1=O (configuration not stated) was read as PERK inh 0.3, Calpain2 inh 3.2, BaF3 tox 6.6, Ba/F3 V617F tox -1.7, TRPML3 agonist 0.1, S1P4 ag -0.1, TRPN1 ag -1.1, S1P4 antag -7.7 and EP2 modulator 6.9.
For Cn1sc(NC(=O)c2ccc(Cl)cc2)nc1=O the results were PERK inh 1.6, Calpain2 inh -28.8, BaF3 tox 3.6, Ba/F3 V617F tox 1.6, TRPML3 agonist -0.6, S1P4 ag 0.1, TRPN1 ag -0.1, S1P4 antag -2.4 and EP2 modulator 0.4.
`COc1cccc(OC)c1C(=O)N1CCN(Cc2ccccc2C)CC1` gave PERK inh 0.6, Calpain2 inh 12.4, BaF3 tox 2.7, Ba/F3 V617F tox 2.4, TRPML3 agonist 0.6, S1P4 ag 1.7, TRPN1 ag -0.2, S1P4 antag -5.3 and EP2 modulator 30.3.
C#CCOC(=O)/C(=C/C=C/c1ccccc1)NC(=O)c1ccccc1 was read as PERK inh 0.5, Calpain2 inh 5.6, BaF3 tox -1.6, Ba/F3 V617F tox -1.0, TRPML3 agonist -0.2, S1P4 ag 0.8, TRPN1 ag -2.5, S1P4 antag -1.5 and EP2 modulator 6.9.
For O=C(Nc1ccc(Cl)c(Cl)c1)OCc1cnc(Cl)s1 the results were PERK inh -0.5, Calpain2 inh 19.5, BaF3 tox -0.1, Ba/F3 V617F tox -3.2, TRPML3 agonist -0.1, S1P4 ag 1.4, TRPN1 ag 0.9, S1P4 antag -17.0 and EP2 modulator -30.9.
Screening O=C(O)C1CCCCC1C(=O)NCc1ccc2c(c1)OCO2 (configuration not stated) returned PERK inh 0.1, Calpain2 inh 20.0, BaF3 tox 8.1, Ba/F3 V617F tox 1.2, TRPML3 agonist -0.1, S1P4 ag 0.3, TRPN1 ag 0.8, S1P4 antag 1.9 and EP2 modulator 12.9.
For O=C(CSc1nnc(Cc2csc(Nc3cccc(Cl)c3)n2)o1)N1CCc2ccccc21 the results were PERK inh -0.9, Calpain2 inh -70.4, BaF3 tox 0.7, Ba/F3 V617F tox 1.9, TRPML3 agonist 1.0, S1P4 ag -0.6, TRPN1 ag 0.0, S1P4 antag 2.5 and EP2 modulator -8.5.
For CCC(CC)C(=O)c1c[nH]c(C(=O)NCCCn2ccnc2)c1 the results were PERK inh -0.2, Calpain2 inh -29.7, BaF3 tox -0.1, Ba/F3 V617F tox -2.7, TRPML3 agonist 0.9, S1P4 ag 0.1, TRPN1 ag -1.0, S1P4 antag -2.8 and EP2 modulator 41.8.
For COc1ccc(-c2nsc(SCC(=O)NCc3ccc4c(c3)OCO4)n2)cc1 the results were PERK inh 0.0, Calpain2 inh 2.3, BaF3 tox 2.6, Ba/F3 V617F tox -3.1, TRPML3 agonist 1.0, S1P4 ag 0.4, TRPN1 ag 0.2, S1P4 antag -11.1 and EP2 modulator -18.7.
`CCCN(C(=O)CCl)C1=CCCCC1` gave PERK inh -0.2, Calpain2 inh 9.9, BaF3 tox 5.4, Ba/F3 V617F tox -4.3, TRPML3 agonist 0.3, S1P4 ag -0.6, TRPN1 ag 1.2, S1P4 antag 0.3 and EP2 modulator 21.4.
Screening CCOc1ccc(CC2CCC(=O)NC2=O)cc1 (configuration not stated) returned PERK inh 1.2, Calpain2 inh 2.9, BaF3 tox -1.1, Ba/F3 V617F tox -2.5, TRPML3 agonist -0.2, S1P4 ag -2.5, TRPN1 ag 0.7, S1P4 antag -0.6 and EP2 modulator -6.7.
CCC(C(=O)O)n1nnc(-c2ccc(-c3ccc(OC)cc3)cc2)n1 (configuration not stated) was read as PERK inh 0.3, Calpain2 inh -39.2, BaF3 tox 0.5, Ba/F3 V617F tox -0.8, TRPML3 agonist 0.4, S1P4 ag 1.2, TRPN1 ag 0.3, S1P4 antag -1.6 and EP2 modulator -3.3.
For COC(=O)[C@@H](NC(=O)Nc1ccc2c(c1)OCCO2)C(C)C the results were PERK inh 0.4, Calpain2 inh 5.1, BaF3 tox 2.4, Ba/F3 V617F tox 1.6, TRPML3 agonist 1.1, S1P4 ag 0.7, TRPN1 ag 1.5, S1P4 antag -18.0 and EP2 modulator 4.3.
For Cc1c(C(=O)NC2CCCc3ccccc32)oc2ccc(S(=O)(=O)N3CCOCC3)cc12 (configuration not stated) the results were PERK inh -0.2, Calpain2 inh -74.5, BaF3 tox 3.0, Ba/F3 V617F tox -1.7, TRPML3 agonist 0.4, S1P4 ag 0.6, TRPN1 ag -0.4, S1P4 antag -7.7 and EP2 modulator -41.6.
COc1ccc(NC(=O)COC(=O)c2c3c(nc4ccccc24)CCCC3)cc1 was read as PERK inh -0.6, Calpain2 inh -27.4, BaF3 tox 3.0, Ba/F3 V617F tox 0.9, TRPML3 agonist 0.0, S1P4 ag -0.9, TRPN1 ag 0.8, S1P4 antag -2.0 and EP2 modulator -49.9.
CCCn1cc(S(=O)(=O)CC(=O)NC2CCCCC2)c2ccccc21 was read as PERK inh -1.4, Calpain2 inh -9.1, BaF3 tox 1.3, Ba/F3 V617F tox -5.1, TRPML3 agonist 0.0, S1P4 ag 1.2, TRPN1 ag 0.1, S1P4 antag -14.7 and EP2 modulator 6.9.
O=S(=O)(Nc1nc(SCc2ccc(Cl)cc2)n[nH]1)c1ccc(F)cc1 was read as PERK inh 0.1, Calpain2 inh 39.5, BaF3 tox -2.8, Ba/F3 V617F tox 3.0, TRPML3 agonist -0.5, S1P4 ag -0.7, TRPN1 ag -1.3, S1P4 antag 0.9 and EP2 modulator 12.7.
